Screens deposited in PubChem BioAssay by The Scripps Research Institute Molecular Screening Center.
GPR151 activ: activates the human receptor GPR151 | PathHunter beta-arrestin GPR151 cells, luminescence | activation, % at 11.2 µM | 650,000 tested, 1% active | AID 1508602; in the data active means activation above about 4.9%;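 further: 0% = median of compound wells and 100% = cells with positive control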
Target sequence (Q8TDV0 whole entry, looked up): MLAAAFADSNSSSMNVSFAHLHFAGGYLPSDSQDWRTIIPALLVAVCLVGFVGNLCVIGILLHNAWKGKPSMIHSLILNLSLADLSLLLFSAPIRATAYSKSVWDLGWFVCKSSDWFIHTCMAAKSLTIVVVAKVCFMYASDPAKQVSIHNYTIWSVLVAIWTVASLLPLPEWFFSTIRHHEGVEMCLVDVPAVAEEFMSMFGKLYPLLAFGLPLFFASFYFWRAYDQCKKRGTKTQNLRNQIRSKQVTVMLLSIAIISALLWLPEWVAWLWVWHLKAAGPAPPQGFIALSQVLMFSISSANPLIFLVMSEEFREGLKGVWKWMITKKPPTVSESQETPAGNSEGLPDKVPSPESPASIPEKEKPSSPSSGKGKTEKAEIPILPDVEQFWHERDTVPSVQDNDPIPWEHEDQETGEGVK
TEAD-YAP block: TEAD-YAP interaction inhibition. HEK-TIYL cells, TEAD-Gal4/YAP UAS-luciferase luminescence. inhibition, % at 9.12 µM. 640,000 tested, 1.4% active. AID 1259422; in the data active means inhibition above about 32%;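 further: 0% = median of test compound wells and 100% = reference inhibitor wells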
MITF primary: inhibitors of human MITF; inhibition, % at 2.6 µM; AID 1259374; 650,000 tested, 0.91% active; AlphaScreen MITF homodimerization, bead proximity signal; in the data active means inhibition above about 50%;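 further: 0% = vehicle wells with protein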
FBW7 activator: human FBW7 E3 ligase activation, primary screen. Q969H0. AlphaScreen FBW7–phospho-cyclin E peptide binding, activator screen. normalized activity (activation), % at 26.1 µM. 650,000 tested, 0.13% active. AID 1259310; in the data active means normalized activity above about 1.9%;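 further: purified mutant Fbw7 with reduced substrate affinity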
Target sequence (Q969H0 whole entry, looked up): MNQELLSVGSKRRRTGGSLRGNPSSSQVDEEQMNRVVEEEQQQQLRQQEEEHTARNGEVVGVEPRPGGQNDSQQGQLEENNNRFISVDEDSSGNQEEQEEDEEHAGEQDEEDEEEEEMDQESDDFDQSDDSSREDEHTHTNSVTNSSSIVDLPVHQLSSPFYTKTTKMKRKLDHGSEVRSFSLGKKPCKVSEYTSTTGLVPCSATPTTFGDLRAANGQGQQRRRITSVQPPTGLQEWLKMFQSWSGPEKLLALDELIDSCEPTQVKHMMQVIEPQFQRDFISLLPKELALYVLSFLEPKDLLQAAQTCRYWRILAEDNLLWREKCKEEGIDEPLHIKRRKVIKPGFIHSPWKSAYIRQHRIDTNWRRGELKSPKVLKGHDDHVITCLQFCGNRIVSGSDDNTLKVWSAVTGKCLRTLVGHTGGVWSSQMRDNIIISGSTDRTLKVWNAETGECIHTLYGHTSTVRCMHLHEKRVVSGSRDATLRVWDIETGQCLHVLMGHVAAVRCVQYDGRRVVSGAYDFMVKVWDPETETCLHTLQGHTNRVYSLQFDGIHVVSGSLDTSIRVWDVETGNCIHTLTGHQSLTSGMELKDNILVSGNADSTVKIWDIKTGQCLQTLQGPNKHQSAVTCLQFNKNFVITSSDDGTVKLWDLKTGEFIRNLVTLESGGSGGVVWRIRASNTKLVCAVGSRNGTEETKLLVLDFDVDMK
Numbers without * were called inactive; & = joins results of further samples.

SMILES	GPR151 activ	TEAD-YAP block	MITF primary	FBW7 activator
CC(=O)n1c(O)c(/C=C2\C=c3ccc(C)cc3=NC2=O)sc1=N	-0.4	7	-1	-0.1
COc1ccc(-c2cn3c4ccccc4n(CCN4CCOCC4)c3n2)cc1	1.4	-5	-3	0.1
O=C(CSc1nnnn1-c1ccccc1)N1c2ccccc2Sc2ccccc21	0.2	6	-5	-0.2
O=C1C(=O)N(CCN2CCOCC2)C(c2ccco2)/C1=C(/O)c1ccc(F)cc1 (stereo not drawn)	6.7*	10	9	-0.1
C[C@H](O)[C@H]1NC(=O)[C@H]2CN(Cc3cccc(F)c3)CCN2C1=O	-0.5	12	15	0.0
CCOC(=O)C1=C(C)N=c2s/c(=C\c3ccc([N+](=O)[O-])cc3)c(=O)n2C1c1ccc(OC)c(OC)c1 (stereo not drawn)	0.3	-19	21	-0.8
CCOC(=O)N/N=C(\C)c1ccc(C)o1	0.1	-10	8	0.1
O=C(COc1ccc2ccccc2c1)NCC(c1cccnc1)N1CCc2ccccc2C1 (stereo not drawn)	0.3	1	-4	0.0
O=C(COc1ccc(-c2ccccc2)cc1)NCc1ccccc1	0.3	4	0	-0.1
Cc1c(N(C)C(=O)COc2ccc3ccccc3c2)c(=O)n(-c2ccccc2)n1C	-0.5	11	-15	0.1
COCCCNC(=O)CCc1c(C)nc2cc(-c3cccc(F)c3)nn2c1C	-0.3	13	13	0.3
COCCCNS(=O)(=O)c1ccccc1[N+](=O)[O-]	1.8	-1	2	-0.1
O=S(=O)(CCc1ccncc1)Cc1ccc2c3c(cccc13)CC2	0.3	-1	-3	0.5
CC(=O)Oc1cccc(C(=O)Nc2ccccc2NC(=O)c2cccc(OC(C)=O)c2)c1	1.1	-7	21	0.1
COc1ccc(NC(=O)CSc2nc3ccccc3s2)cc1OC	-0.2	-14	8	0.2
O=C(Nc1ccc2c(c1)OCO2)C1CCCN1C(=O)Nc1cccc(F)c1 (stereo not drawn)	1.3	1	-8	-0.1
COc1ccccc1C(O)(CCN1CCCCC1)c1ccccc1 (stereo not drawn)	-0.9	2	21	0.3
COCC(=O)NNC(=O)Cc1ccc(Cl)cc1	0.2	5	7	0.0
NC(=O)c1ccc2cnn(-c3cccc(C(=O)Nc4ccc(N5CCOCC5)cc4)c3)c2c1	-0.7	2	-3	0.3
O=C(Nc1ccccc1Cl)C(=O)N1CCCCC1	-1.0	-31	10	0.1
COc1ccc(-n2cc(-c3ccccc3)c3c(NCC4CCCO4)ncnc32)cc1 (stereo not drawn)	1.5	9	7	-0.2
O=C(Nc1ccc(N2CCC(NCC3CCCO3)CC2)cc1)c1ccccc1F (stereo not drawn)	-0.9	-1	-22	0.0
O=C1CCC(=O)N1c1cc(Cl)ccc1Cl	-1.1	13	6	0.1
COc1ccccc1/C=C1/SC(=O)N(NC(=O)c2cccc([N+](=O)[O-])c2)C1=S	0.5	9	12	-0.1
CCOC(=O)c1[nH]c(C)c(CNc2cc(OC)ccc2OC)c1C	-0.1	50*	12	0.0
N#C/C(=C/c1ccc(Br)o1)C(=O)NCCc1c[nH]c2ccccc12	0.2	8	-2	-0.2
O=C(NCC1Cc2cccc(-c3ccccn3)c2O1)c1cnn(-c2ccccc2)c1 (stereo not drawn)	1.0	-4	-10	0.0
O=C(CN1C(=O)CCC1=O)Nc1ccc(Cl)cc1C(F)(F)F	0.7	20	-9	0.0
COc1ccc(C(=O)NN2C(=O)c3ccccc3C2=O)cc1I	5.1*	9	7	0.1
O=C(CN(C(=O)CCC(=O)Nc1ccccn1)c1cccc(F)c1)NCCc1ccccc1	-1.1	1	-14	0.0
O=C(NCCS(=O)(=O)N1CCN(c2ncccn2)CC1)NC(c1ccccc1)c1ccccc1	-0.4	14	1	0.0
O=C1CN(c2ccccc2)S(=O)(=O)c2ccccc2N1	0.5	1	10	0.1
O=S(=O)(Nc1ccc(-c2csc(-c3ccccc3)n2)cc1)c1ccccc1	1.3	-2	4	0.1
OC(COc1ccccc1)CN(CCN(CC(O)COc1ccccc1)CC(O)COc1ccccc1)CC(O)COc1ccccc1 (stereo not drawn)	-0.1	9	19	0.0
CCOC(=O)c1ccc(N2C(=O)CN(Cc3ccccc3)C2=S)cc1	-1.5	-18	-4	-0.2
O=C(O)c1ccccc1C(=O)N1CCN(c2cccc(Cl)c2)CC1	0.8	0	13	-0.1
COc1ccc(-c2csc(-c3c[nH]c4ccccc34)n2)cc1C	1.6	-32	-7	0.1
COc1ccc(/C=N/Nc2nc(-c3ccc4c(c3)OCCO4)cs2)cc1OC	-0.3	-13	-7	-0.1
O=C(Nc1ccccc1)O/N=C/c1ccc(F)cc1	-0.8	-53	16	0.5
c1cc(Nc2nc(NCCN3CCOCC3)c3ncn(C4CCCCC4)c3n2)ncn1	-0.8	-16	1	-0.1

An excerpt taken from the entries so far, for reference:
SMILES	GPR151 activ	TEAD-YAP block	MITF primary	FBW7 activator
O=C(NCC1Cc2cccc(-c3ccccn3)c2O1)c1cnn(-c2ccccc2)c1 (stereo not drawn)	1.0	-4	-10	0.0
O=C(CN1C(=O)CCC1=O)Nc1ccc(Cl)cc1C(F)(F)F	0.7	20	-9	0.0
COc1ccc(C(=O)NN2C(=O)c3ccccc3C2=O)cc1I	5.1*	9	7	0.1
O=C(CN(C(=O)CCC(=O)Nc1ccccn1)c1cccc(F)c1)NCCc1ccccc1	-1.1	1	-14	0.0
O=C(NCCS(=O)(=O)N1CCN(c2ncccn2)CC1)NC(c1ccccc1)c1ccccc1	-0.4	14	1	0.0
O=C1CN(c2ccccc2)S(=O)(=O)c2ccccc2N1	0.5	1	10	0.1
O=S(=O)(Nc1ccc(-c2csc(-c3ccccc3)n2)cc1)c1ccccc1	1.3	-2	4	0.1

(continued)
SMILES	GPR151 activ	TEAD-YAP block	MITF primary	FBW7 activator
Cc1ccc(Nc2nn3c(=O)c4ccccc4nc3s2)c(Br)c1	-0.8	-9	0	-0.2
CN(Cc1cccnc1)C(=O)CC1C(=O)NCCN1Cc1ccc(F)c(F)c1 (stereo not drawn)	-0.9	-2	7	0.0
CCOC(=O)c1c(-c2cccs2)csc1NC(=O)COC(=O)c1ccc(O)cc1	0.9	-4	5	-0.1
CNC(=O)c1c(NC(=O)c2ccc(F)cc2)sc2c1CCC2	0.4	-6	-9	-0.2
COc1cc(C(=O)OCC(=O)N2CCCC2=O)cc(OC)c1C	0.9	-4	-3	-0.1
O=C(NC1CC1)c1ccc(-c2nc(NCCCN3CCCC3=O)c3ncn(C4CCCCC4)c3n2)cc1	0.7	11	5	0.0
CCc1ccc(NC(=O)C(C)N(c2ccc(OC)cc2)S(C)(=O)=O)cc1 (stereo not drawn)	1.0	7	11	0.0
Cc1ccc(S(=O)(=O)CCc2nnc(NC(=O)Cc3cccs3)s2)cc1	-0.3	11	13	0.5
Cc1cc(C)n2nc(C(=O)N/N=C\c3c4ccccc4cc4ccccc34)nc2n1	-0.4	10	7	0.1
CN(C)/C(Cn1cncn1)=C1/N=C(c2c(F)cccc2F)OC1=O	1.1	9	5	-0.1
O=C(NCCc1ccncc1)c1ccc2c(c1)ncn2-c1ccccc1	-2.6	-18	8	0.3
NS(=O)(=O)c1ccc(CNc2ccc3ncc(-c4cccc(C(=O)O)c4)n3n2)cc1	0.7	0	69*	0.3
CC(C)NS(=O)(=O)c1ccc(OCC(=O)NCc2ccccn2)c(Cl)c1	1.8	3	21	0.0
Cc1ccsc1C1C=C(c2cccc(Br)c2)Nc2nnnn21 (stereo not drawn)	-0.8	-2	9	-0.1
Cc1cc(C)cc(NC(=O)CSc2nccn(-c3cccc(F)c3)c2=O)c1	-0.2	6	25	-0.6
CCCCNC(=S)N(C)/N=C/c1ccc(OC)cc1	0.0	-1	4	0.1
O=C(Nc1ccc(-c2cn3c(n2)SCC3)cc1)C1CCCC1	1.1	-65	-4	-0.3
Cc1ccc(S(=O)(=O)N2CCSC2C(=O)O)cc1 (stereo not drawn)	0.5	3	0	-0.2
O=C(C1=COCCO1)N(Cc1ccccc1)c1nc2c(F)cccc2s1	-0.4	-5	6	0.1
CCOCCCNC(=O)CSc1nnc2c(n1)[nH]c1ccc(F)cc12	0.1	-14	2	-0.1

The closing 5 entries of the section before are carried over, then new ones follow.
SMILES	GPR151 activ	TEAD-YAP block	MITF primary	FBW7 activator
CCCCNC(=S)N(C)/N=C/c1ccc(OC)cc1	0.0	-1	4	0.1
O=C(Nc1ccc(-c2cn3c(n2)SCC3)cc1)C1CCCC1	1.1	-65	-4	-0.3
Cc1ccc(S(=O)(=O)N2CCSC2C(=O)O)cc1 (stereo not drawn)	0.5	3	0	-0.2
O=C(C1=COCCO1)N(Cc1ccccc1)c1nc2c(F)cccc2s1	-0.4	-5	6	0.1
CCOCCCNC(=O)CSc1nnc2c(n1)[nH]c1ccc(F)cc12	0.1	-14	2	-0.1
c1ccc(N2CCN(c3ccccc3)C2c2cccc3ccccc23)cc1	0.0	-19	1	-0.3
Cn1ccc2cc(-c3nc(C(=O)Nc4ccccc4)cs3)ccc21	1.0	-5	-8	-0.1
CCOc1cc(/C=C2/C(=N)N3N=C(CC)SC3=NC2=O)ccc1OCCOc1ccccc1C	0.8	7	22	0.0
CN(C(=O)C1CCN(C(=O)c2ccccc2)CC1)C(c1ccc(F)cc1)c1ccccn1 (stereo not drawn)	-0.2	-3	9	0.0
COc1ccccc1NC(=O)N1CCC(c2nc3ccc(C)cc3[nH]2)CC1	0.0	64*	-3	0.0
Nc1nnc(SCC(=O)Nc2ccc3nc(SCC(=O)Nc4ccccc4)sc3c2)s1	-0.2	13	-2	0.1
Cc1ccsc1CN(C(=O)C1C(C=C(Cl)Cl)C1(C)C)C1CCS(=O)(=O)C1 (stereo not drawn)	-1.7	3	-5	0.2
O=C(Nc1ccccc1Cl)c1cc2cc([N+](=O)[O-])ccc2oc1=O	0.1	5	0	-0.1
Cc1ccc2[nH]c3c(c2c1)CC/C(=C/N(C)C)C3=O	4.3	5	1	0.0
Cc1cc(C)nc(SCCS(=O)(=O)c2ccc(C(C)(C)C)cc2)n1	-1.5	9	1	0.0
CCOC(=O)C1=C(C(=O)OCC)SC(=C2C(=S)C(C)(C)Nc3ccc(C)cc32)S1	-0.1	4	40	-1.0
COc1ccc(C)cc1NC(=O)CN(c1ccc(F)cc1)S(C)(=O)=O	0.8	-9	-2	-0.3
CN(C)S(=O)(=O)Nc1ccc(N2CCC(NCC3COc4ccccc4O3)CC2)cc1 (stereo not drawn)	0.8	12	4	0.1
COc1cccc(-c2cc3nc(C)c(C)c(NCC4CC4)n3n2)c1	1.4	-24	4	0.0
O=C(C1CCCC1)N(c1ccc(F)cc1)C1C=CS(=O)(=O)C1 (stereo not drawn)	0.0	6	3	0.0
CCn1c(=NC(=O)c2ccc(S(=O)(=O)N3CCCC3)cc2)sc2cc(F)ccc21	1.0	2	-9	0.0
O=C(OCN1C(=O)c2ccccc2C1=O)c1cccc([N+](=O)[O-])c1	0.2	4	17	0.1
CCc1cccc(C)c1NC(=O)CN(c1ccc(OC)c(OC)c1)S(C)(=O)=O	-1.4	-9	12	0.2
COc1cc(/C=C/C(=O)CC(=O)/C=C/c2ccc(O)c(OC)c2)ccc1O	4.2&3.3	-9	-16&-13	-0.2
CN(C(=O)c1ccc(NC(=O)c2cnccn2)cc1)C1CCCCC1	0.7	3	-1	0.3
CCOC(=O)Cn1c(=NC(=O)c2cc(=O)c3ccccc3o2)sc2cc(OC)ccc21	1.1	-7	8	0.0
COc1ccc(OC)c(-c2ccnc(-n3ncc(C(=O)NC4CCOC4)c3C3CC3)n2)c1 (stereo not drawn)	-0.2	5	6	-0.1
O=C(CSc1ccccn1)Nc1ccc2nc(SCC(=O)Nc3ccc(F)cc3)sc2c1	0.5	-9	12	-0.1
COc1ccc(Oc2coc3cc(OC(=O)c4ccc(C)cc4)ccc3c2=O)cc1	2.5	2	0	0.0
CCc1ccc(NC(=O)N[C@H]2C[C@H]3C(=O)N[C@H](CC(C)C)C(=O)N3C2)cc1	-1.3	8	11	0.0
CCOc1ccc(C2C(C(=O)OC(C)C)=C(C)NC3=C2C(=O)CCC3)cc1OC (stereo not drawn)	2.2	6	-7	0.1
Cc1ccc(-c2nnn(CC(=O)Nc3ccccc3N3CCOCC3)n2)o1	-1.0	-9	-11	0.0
O=C(Cc1cccs1)Nc1nnc(-c2ccc(Br)cc2)s1	-1.0	10	15	1.0
O=C(N/N=C\c1ccc2ccccc2c1)c1ccc([N+](=O)[O-])cc1	-1.1	5	10	1.0
COc1ccc2[nH]cc(CCNC=O)c2c1	-0.3	-7	3	-0.1
COc1ccc(-n2ncc3c(N4CCN(c5ccc([N+](=O)[O-])cc5)CC4)ncnc32)cc1	0.4	1	-9	0.0
COc1ccc(C(=O)N2CCN(C3c4ccccc4-c4ccccc43)CC2)cc1	-0.1	-12	2	-0.1
CN(Cc1ccccc1)C(=O)CCNC(=O)Cn1cnc2ccccc2c1=O	-0.7	17	5	0.0
O=C(Nc1cc(C(F)(F)F)ccc1OCc1ccccc1)c1ccc(Br)cc1	0.2	-7	34	-0.1
O=C(NCC1CCCO1)C1CCN(C2CCN(Cc3ccccc3F)CC2)CC1 (stereo not drawn)	0.5	5	4	0.0
CCCCOc1ccc(C(O)(CCN2CCOCC2)c2ccccc2)cc1 (stereo not drawn)	2.4	12	-5	-0.1
CNC(=O)[C@@H]1C[C@@H](NCc2ccc(OC)cc2)CN1CC(c1ccccc1)c1ccccc1	2.4	2	7	0.0
COc1ccc(/C=C/C2=NN(c3ccccc3F)C(c3ccc(OC)cc3)C2)cc1 (stereo not drawn)	0.1	-21	-6	0.1
COc1ccc(CN=C(N)N=C(N)N)cc1Cl	0.1	5	-4	-0.1

No enrichment for hits. Share with any hit: about 3.4%.
